Hsp90 Hop PPI: changes Hsp90-Hop TPR2A binding signal, up or down; AlphaScreen TPR2A-His6 binding biotin-Hsp90 C-terminal peptide; Potency, µM (top dose mostly 57 µM), for the others: at the highest dose activity change, negative = inhibition; actives 0.44% (n = 71,000); active = well fitted curve in either direction with a large enough effect; inconclusive = small, poorly fitted or top-dose-only effect, or another doubt; note: potency is the fitted concentration of half-maximal effect; % is set by controls: 0 for no effect and ±100 for the full control effect; many of its hits are not listed in these tables
Pol III holo inh: inhibitors of bacterial DNA polymerase III holoenzyme; reconstituted DNA polymerase III holoenzyme replication, biochemical; actives 0.25% (n = 71,000); AID 603; Potency, µM (titrated, usually from 57.1 µM), without a hit: at the highest dose activity change, negative = inhibition; note: potency is the fitted concentration of half-maximal effect; % is set by controls: 0 for no effect and ±100 for the full control effect
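Reconstituted *E. coli* holoenzyme (0.35 nM Pol III, 1 nM beta, 154 nM SSB, 2 nM primase) was preincubated with compound for 15 min at RT. Synthesis on 1.4 nM ssM13Gori ran 35 min, then was stopped with PicoGreen/EDTA and read as dsDNA fluorescence.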
USP2a inh: USP2a (human) protease inhibition. USP2a enzymatic assay, qHTS inhibition. AID 927. Potency, µM (titrated, usually from 38.3 µM), for inactives: top-dose activity change, negative = inhibition, actives largely listed as inhibitors. O75604. actives 0.1% (n = 60,000);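 note: potency is the fitted concentration of half-maximal effect; nearly all actives have a fitted effect of over 60% in size; plate controls were DMSO for no effect and NEM full inhibition control for full effect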
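Coupled readout: USP2-cleaved Ub-PLA2 (20nM final) turns over NBD C6-HPC (20uM final), Ex 460nm/Em 535nm after 2.5 h, time-zero read flagging artifacts. Enzyme (20nM final, pH 8.0 Tris) given 30 min RT with compound first; NEM defines full inhibition.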
Epigenetic mod: epigenetic modulators derepressing GFP locus in mouse cells. AID 597. actives 0.09% (n = 68,000). mouse C127i GFP locus derepression, cytometry, 30 h. Potency, µM (doses to about 46.1 µM), without a hit: at the top dose GFP derepression (activation); note: % of control where 0% means no effect
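Derepression screen: silenced CMV-GFP reporter in murine C127i cells, 30 h compound incubation at 37 C, washed cells imaged by laser-scanning cytometer to enumerate GFP-expressing objects of 20 to 120 um.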
HBB splicing: alters splicing of the hemoglobin beta chain | HBB splicing reporter cell assay, activation; EGFP reporter with mutant IVS2-654 intron; response scale: normalised to 500 nM splice-correcting PNA | Potency, µM (doses to about 46.1 µM), inactives show at the top dose activation, hits mostly activators | actives 0.06% (n = 65,000); note: potency is the fitted concentration of half-maximal effect; 0% is about no effect
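Compounds were applied for 2 days to HeLa EGFP-654 cells, 500/well in Optimem with 2% FCS. The reporter's EGFP is disrupted by mis-splicing of beta-globin intron IVS2-654. Readout: summed well GFP fluorescence from 488 nm laser scanning; reference was 500 nM antisense […] 654 PNA.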
HADH2 inhib: HADH2 (human) dehydrogenase inhibition; recombinant HADH2, NADH fluorescence, beta-hydroxybutyryl-CoA; Potency, µM (doses to about 57.1 µM), for inactives: at the top dose activity change, negative = inhibition, hits mostly inhibitors; actives 3.4% (n = 73,000); AID 886; note: potency is the fitted concentration of half-maximal effect; % is set by controls: 0 for no effect and ±100 for the full control effect; nearly all actives have a fitted effect of over 60% in size; many of its hits are not listed in these tables
Target sequence (Q99714 whole entry, looked up, one chain of several): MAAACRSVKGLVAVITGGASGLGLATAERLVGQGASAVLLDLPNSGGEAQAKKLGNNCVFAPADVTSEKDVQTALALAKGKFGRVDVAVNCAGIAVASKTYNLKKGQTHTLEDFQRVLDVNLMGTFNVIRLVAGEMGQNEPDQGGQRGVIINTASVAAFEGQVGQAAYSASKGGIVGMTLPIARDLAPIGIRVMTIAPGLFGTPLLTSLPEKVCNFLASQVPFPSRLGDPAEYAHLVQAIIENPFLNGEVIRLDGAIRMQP
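Buffer 100 mM Tris-HCl pH 9.0/0.01% Tween-20; HADH2 20 nM; NAD+ 1 mM; beta-hydroxybutyryl-CoA 90 uM (all final). 15 min cpd preincubation, RT.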
BRCT PPI red: inhibitors of human BRCA1 BRCT-phosphoprotein interaction (red fluorophore) | P38398 | BRCT-phosphopeptide binding, red fluorescence polarization | Potency, µM (doses to about 76.9 µM), for the others: at the top dose activity change, negative = inhibition, actives largely listed as inhibitors | actives 0.03% (n = 75,000); note: % is set by controls: 0 for no effect and ±100 for the full control effect
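Rhodamine-labelled pBACH1 10-mer (100 nM) bound to BRCT domain (100 nM) at pH 7.3; compounds incubated 12 min room temperature, polarization read. Free peptide defines full inhibition; unlabelled decapeptide titrated as control.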
ALOX15 inhib: blocks human 15-lipoxygenase activity | P16050 | AID 887 | Potency, µM (doses to about 57.1 µM), inactives show at the highest dose activity change, negative = inhibition, actives largely listed as inhibitors | actives 1.4% (n = 74,000) | purified 15hLO-1, xylenol orange hydroperoxide absorbance; note: potency is the fitted concentration of half-maximal effect; % is set by controls: 0 for no effect and ±100 for the full control effect; nearly all actives have a fitted effect of over 55% in size
Target sequence (P16050 whole entry, looked up): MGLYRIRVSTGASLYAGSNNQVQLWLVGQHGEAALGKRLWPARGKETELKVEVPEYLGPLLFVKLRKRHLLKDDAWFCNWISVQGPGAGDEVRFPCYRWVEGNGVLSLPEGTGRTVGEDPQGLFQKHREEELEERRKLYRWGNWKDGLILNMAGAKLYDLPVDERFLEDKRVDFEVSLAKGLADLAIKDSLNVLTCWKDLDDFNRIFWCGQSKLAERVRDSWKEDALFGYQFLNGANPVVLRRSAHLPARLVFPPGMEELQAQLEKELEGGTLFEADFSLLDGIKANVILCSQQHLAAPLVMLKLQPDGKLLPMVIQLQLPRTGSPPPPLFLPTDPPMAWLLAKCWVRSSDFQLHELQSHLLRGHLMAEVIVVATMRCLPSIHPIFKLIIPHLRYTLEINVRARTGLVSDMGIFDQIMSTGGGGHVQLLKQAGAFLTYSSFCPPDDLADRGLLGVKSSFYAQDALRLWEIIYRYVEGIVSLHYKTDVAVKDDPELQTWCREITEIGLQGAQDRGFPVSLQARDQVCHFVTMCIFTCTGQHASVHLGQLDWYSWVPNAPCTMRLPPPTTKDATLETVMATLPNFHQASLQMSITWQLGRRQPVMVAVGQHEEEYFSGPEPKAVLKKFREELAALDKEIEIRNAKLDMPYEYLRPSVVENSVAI
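40 nM 15hLO-1 + cpd, 15 min RT; start w/ 50 uM AA (final), 6 min RT; stop/detect w/ 200 uM XO + 300 uM Fe(II) in 50 mM H2SO4, 30 min; A573/A405. Buffer 25 mM Hepes pH 7.5, 0.01% Triton X-100. No-enzyme wells as negative control.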
BRCT PPI green: inhibitors of human BRCA1 BRCT-phosphoprotein interaction (green fluorophore) | BRCA1 BRCT-phosphopeptide binding, green fluorescence polarization | P38398 | actives 0.05% (n = 75,000) | Potency, µM (series often up to 76.9 µM), for the others: at the highest dose activity change, negative = inhibition, actives largely listed as inhibitors;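 note: potency is the fitted concentration of half-maximal effect; plate controls were peptide without protein for full effect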
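Fluorescence polarization: His-tagged BRCT (~35 kDa BRCA1 C-terminus, 250 nM) bound to 100 nM fluorescein-labeled phosphorylated 10-aa BACH1 peptide, pH 7.3 phosphate buffer with DTT and Tween 20. Compounds incubated 12 min at room temperature; inhibition read as lowered polarization.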
Ub-GFP proteasome: inhibits proteasome, raising ubiquitin-GFP reporter fluorescence; Ubiquitin-GFP reporter cells, proteasome inhibition, GFP fluorescence; response scale: untreated = 0%, 10 µM MG-132 = 100%; Potency, µM (titrated, usually from 45.9 µM), for the others: at the top dose activation (GFP accumulation), actives largely listed as activators; 67,000 tested, under 10 active; active = well fitted activation curve with a large enough effect, not every such curve was filed as active; inconclusive = small, poorly fitted or top-dose-only effect, or another doubt; inactive = no such curve, though single readings can be large or run the other way; note: potency is the fitted concentration of half-maximal effect
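Reporter cells (U2OS, ubiquitin-G76V-GFP fusion) are plated overnight, then treated 4 hr at 37 °C with compound titrations from 46 uM down to 2.9 nM. Activity is scaled against untreated cells and 10 uM MG-132.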
CRE Fsk mod: modulators of forskolin-stimulated CRE signaling in CHO cells | CHO CRE-bla reporter (cAMP response element driving beta-lactamase), forskolin EC10, beta-lactamase ratio | Potency, µM (titrated, usually from 38.2 µM), for inactives: top-dose activity change, negative = inhibition, most hits filed as activators | actives 2.5% (n = 71,000) | AID 662; active = well fitted activation curve with a large enough effect in the signal ratio, with a control signal flat, not every such curve was filed as active; inconclusive = small, poorly fitted or top-dose-only effect, or effect the other way, or a change in a side signal; the % refers to the signal ratio; note: potency is the fitted concentration of half-maximal effect; % of control where 0% means no effect
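CRE-bla CHO cells stimulated with EC10 NKH 477 (water-soluble forskolin) and compound titrations, 3 h at 37C; beta-lactamase read with CCF4 after 2 h at room temperature. Activity from 460/530 nm emission ratio, AC50 values for positive or negative modulation.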
The depositor's hits bear a star; ? = inconclusive; . = no result given; [ ] = remark or other dose. Unless noted, calls come from the whole dose curve; as a rule, active = well fitted curve in the direction sought with a large enough effect; inconclusive = small, poorly fitted or top-dose-only effect, or another doubt; inactive = no such curve, though single readings can be large; an effect the other way counts as inactive or inconclusive. Only part of the results is shown, so the mix of outcomes need not match the whole.

SMILES	Hsp90 Hop PPI	Pol III holo inh	USP2a inh	Epigenetic mod	HBB splicing	HADH2 inhib	BRCT PPI red	ALOX15 inhib	BRCT PPI green	Ub-GFP proteasome	CRE Fsk mod
Cc1cc(N2C(=O)C3C4c5ccccc5C(c5ccccc54)C3C2=O)no1 (configuration not stated)	-4%[11 µM]	-2%[11.4 µM]	12%[7.66 µM]	-3%	1.9%[0.0738 µM]	-1%[11.4 µM]	0.9%	4%[11.4 µM]	1.0%	7%[9.17 µM]	?
CN(C)CCNC(=O)c1ccc(Cl)s1	-3%	-4%	-2%	-3%	0.7%	-3%	-0.6%	-14%	-0.6%	-8%	-7%
COc1cccc(C(=O)n2cnnc2N)c1OC	-8%	-6%	1%	-3%	0.1%	0%	0.5%	9%	-0.9%	1%	-22%
O=C(c1ccccc1-c1ccccc1)N1CCN(c2ccccn2)CC1	-3%	1%	9%	2%	1.3%	-8%	0.9%	1%	-3.0%	0%	?
CCn1c(N2CCN(CC(=O)Nc3cccc(C)c3C)CC2)nc2ccccc21	-5%	-3%	25%	4%	0.5%	-2%	-0.4%	-25%	-0.7%	8%	-29%
O=C(CN1CCC(c2nc3ccccc3[nH]2)CC1)NCc1ccc2c(c1)OCO2	-1%	-1%	14%	-1%	.	5%	-0.4%	0%	-1.2%	1%	?
CN=C1SC(CC(=O)Nc2cccc(C(F)(F)F)c2)C(=O)N1C (configuration not stated)	-3%	-1%	4%	-2%	-0.1%	8%	-1.4%	3%	-1.0%	2%	-13%
OC(COCc1cccs1)CN1CCCCCC1 (configuration not stated)	-3%	-2%	5%	-2%	-1.3%	10%	-0.6%	-17%	-0.1%	0%	-16%
COCCn1c(=O)c(-c2ccccc2)nc2cnc(N3CCNCC3)nc21	-3%	-1%	24%	-3%[9.22 µM]	2.6%	?	-1.2%	6%	-0.6%	-6%	?
Cc1ccc(OCCNC(=O)c2ccccc2N)cc1	-3%	-4%	.	.	0.5%	?	1.0%	6%	-1.1%	11%	-3%
O=C(O)CSc1nnc(-c2cccs2)n1-c1ccc(Cl)cc1	-4%	-1%	-1%	-3%	-0.2%	-5%	0.2%	3%	-1.0%	-6%	-7%
Cc1c(Cl)c(S(N)(=O)=O)cc2c1=NC=NS=2(=O)O	-1%[11 µM]	-6%[11.4 µM]	.	9%[9.22 µM]	0.4%[9.22 µM]	-3%[11.4 µM]	-0.6%[15.4 µM]	-9%[11.4 µM]	1.8%[15.4 µM]	-3%[9.17 µM]	15%[7.6 µM]
COc1cc(NC(=O)C2CCCCN2)ccc1OCC(C)C (configuration not stated)	1%	-6%	5%	-3%	2.5%	10%	-1.3%	-28%	-2.6%	-3%	6%
COc1ccc(CCNC(=O)c2cc(C(C)C)on2)cc1OC	-3%	0%	.	12%	-0.2%	5%	0.4%	2%	1.4%	0%	7%
CC(C)(C)C1CCc2c(sc3c2C(=O)NC(c2ccco2)N3)C1 (configuration not stated)	-9%	-2%	11%	-2%	0.0%	27%	-2.2%	-30%	-1.1%	-5%	5%
CC1(C)Cc2c(sc3c2c2ncnn2c2nnc(SCC(=O)NCc4ccco4)n32)CO1	-6%	-5%	-14%	-2%	7.2%[0.369 µM]	-16%	-2.6%	-29%	-0.4%	.	?
OC(COCc1ccccc1)CN1CCN(c2ccccc2)CC1 (configuration not stated)	-5%	1%	5%	-1%	1.4%	4%	0.1%	-15%	-2.3%	-4%	?
Cc1ccc(-c2csc3nnc(SCC(=O)NCc4ccco4)n23)cc1	-3%	-2%	-2%	3%	-1.3%	4%	-1.8%	2%	2.7%	-5%	20%
CCOC(=O)Cn1nnnc1C(C(C)C)N(Cc1cc2c(C)cc(C)cc2[nH]c1=O)C1CCCC1 (configuration not stated)	-15%	-7%	5%	-2%	-1.2%	-8%	-0.4%	-14%	3.6%	-2%	?
Cc1cccc(-n2c(CNC(=O)c3ccccc3)nnc2SCC(=O)Nc2nccs2)c1	-3%	-2%	.	.	-0.6%	11%	1.1%	6%	0.3%	12%	-2%
CN(C)CCCOC(=O)c1ccc(Br)cc1	0%	0%	.	2%	-0.3%	2%	-0.6%	8%	0.3%	-5%	-4%
CC1CCCN(CCCNC(=O)CCn2nc(-c3ccccc3)ccc2=O)C1 (configuration not stated)	-3%	0%	-1%	10%	1.6%[0.369 µM]	0%	-0.8%	0%	-2.3%	2%	-6%
Cc1cccc2cc(CN(CC3CCCO3)C(=O)c3cnccn3)c(=O)[nH]c12 (configuration not stated)	0%	-2%	8%	0%	.	0%	1.4%	6%	2.3%	-3%	4%
CCOC(=O)CSc1nc2ccccc2c(=O)n1CC1CCCO1 (configuration not stated)	13%	-8%	0%	1%	.	9%	-4.4%	5%	-0.1%	0%	?
O=C(Nc1ccc2nn(-c3ccccc3)nc2c1)c1ccc2c(c1)OCO2	-5%	-2%	19%	-2%	-2.0%	-24%	0.2%	-18%	-3.0%	-7%	3%

Some entries already given with just Hsp90 Hop PPI and Pol III holo inh.
mol	Hsp90 Hop PPI	Pol III holo inh
CC1CCCN(CCCNC(=O)CCn2nc(-c3ccccc3)ccc2=O)C1 (configuration not stated)	-3%	0%
Cc1ccc(-c2csc3nnc(SCC(=O)NCc4ccco4)n23)cc1	-3%	-2%

Later entries
SMILES	Hsp90 Hop PPI	Pol III holo inh	USP2a inh	Epigenetic mod	HBB splicing	HADH2 inhib	BRCT PPI red	ALOX15 inhib	BRCT PPI green	Ub-GFP proteasome	CRE Fsk mod
O=C(NC1CC1)c1cc2c(s1)-c1ccccc1OC2	13%	-11%	.	2%	-1.5%	.	0.5%	5%	-0.8%	-6%	18%
Cc1ccc(S(=O)(=O)Cc2ccc(C(=O)N3CCN(c4ccc(F)cc4)CC3)o2)cc1	-5%[2.3 µM]	2%	.	.	0.0%	-11%	-0.3%	-3%	-1.0%	0%	2%
COCCOC(=O)C1=C(C)NC(=O)NC1c1c(OC)ncnc1OC (configuration not stated)	-5%	-9%	-2%	-2%	0.9%[0.369 µM]	-4%	-0.7%	6%	-1.1%	.	8%
FC(F)(F)C1CC(c2cccs2)Nc2ncnn21 (configuration not stated)	-3%	-4%	5%	-2%	0.8%	0%	1.2%	-6%	0.5%	9%	-4%
O=c1n(-c2ccccc2)c(=O)n2n1CC[C@H]1/C(=N\OCc3ccccc3)[C@H]3O[C@@H]3[C@@H](O)[C@@H]12	.	.	.	.	2.7%[9.22 µM]	-8%[11.4 µM]	0.4%[15.4 µM]	1%[11.4 µM]	-1.2%[15.4 µM]	.	.
O=C(c1ccccc1NS(=O)(=O)c1cccs1)N1CCOCC1	-1%	-4%	-3%	-2%	1.1%	5%	-2.6%	6%	0.8%	-3%	0%
CCC(=O)Nc1c(-c2ccc(OC)cc2)c(=O)c2ccccc2n1C	-4%	-3%	1%	0%	-0.7%	-4%	1.4%	1%	0.2%	8%	1%
COc1nc(N(C#N)CC(N)=O)nc(N2CCCC2)n1	-8%	-8%	-7%	4%	-0.2%	-5%	-1.7%	4%	-1.3%	0%	?
CCN1C(=O)C2C(c3cccc(F)c3)NC(CC)(C(=O)OC)C2C1=O (configuration not stated)	-8%	2%	1%	-3%	.	-3%	0.6%	-4%	-2.3%	3%	2%
COc1ccccc1N(CN1CCCC1=O)C(=O)c1ccccc1F	-5%	-4%	-1%	6%	0.3%[57.5 µM]	8%	-2.9%	7%	-0.7%	2%	-7%
C=CCn1c(COc2ccccc2C)nnc1SCC(=O)O	-2%	-3%	3%	-5%	1.5%	3%	-0.6%	3%	-0.7%	-4%	-3%
Cc1ccc(Cl)cc1N1CCN(S(=O)(=O)c2ccc3c(c2)oc(=O)n3C)CC1	-2%	2%	31%[activator]	-3%	4.4%	7%	-2.0%	-6%	-2.1%	-9%	18%
CS(=O)(=O)N(CC(N)=O)c1ccc2c(c1)OCO2	-2%	3%	4%	7%	0.5%	1%	0.7%	4%	-3.4%	-2%	0%
